C-LANA FP: inhibitors of KSHV C-LANA binding to DNA, primary screen, biochemical, fluorescence polarization, FAM-LBS DNA, MBP-C-LANA, single point; inhibition, % at 9 µM; actives 0.078% (n = 340,000); AID 504423, 2011;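 active = highest replicate inhibition at or above 60% at 9 µM, even if other replicates fall short; inactive = all replicates below 60% inhibition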;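 note: 0% = neutral control wells and 100% = 4 µM acridine orange control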
RTF Ca sens inh: cardiac RTF calcium sensitivity inhibitors, primary screen, biochemical, IANBD-TnC fluorescence, EC70 calcium. Troponin I, cardiac muscle (Homo sapiens) + Troponin T, cardiac muscle (Homo sapiens) + …. IANBD-labeled cardiac RTF, Ca2+ fluorescence. inhibition, % at 7.15 µM. actives 0.12% (n = 340,000). AID 493244, 2011;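 active = inhibition above the mean inhibition of all tested compounds plus 3 SD, cut at about 17% in these data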;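 note: assay run at fixed EC70 calcium of 1.6 mM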
DSG3 Ab inh: inhibitors of pemphigus antibody binding to DSG3, primary screen, biochemical, bead-based, flow cytometry, scFv-GFP; Desmoglein-3 (Homo sapiens), P32926; DSG3-coupled beads, scFv-anti-DSG3-GFP binding; hits give low values; binding (percent of control), % at 10 µM; actives 0.48% (n = 310,000); AID 588358, 2011;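 active = binding more than 3 SD below its plate's average and above zero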;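 note: hits lower antibody fragment binding to DSG3; some compounds called inactive have numbers as strong as hits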
Target sequence (P32926 whole entry, looked up, the tested form may be a part): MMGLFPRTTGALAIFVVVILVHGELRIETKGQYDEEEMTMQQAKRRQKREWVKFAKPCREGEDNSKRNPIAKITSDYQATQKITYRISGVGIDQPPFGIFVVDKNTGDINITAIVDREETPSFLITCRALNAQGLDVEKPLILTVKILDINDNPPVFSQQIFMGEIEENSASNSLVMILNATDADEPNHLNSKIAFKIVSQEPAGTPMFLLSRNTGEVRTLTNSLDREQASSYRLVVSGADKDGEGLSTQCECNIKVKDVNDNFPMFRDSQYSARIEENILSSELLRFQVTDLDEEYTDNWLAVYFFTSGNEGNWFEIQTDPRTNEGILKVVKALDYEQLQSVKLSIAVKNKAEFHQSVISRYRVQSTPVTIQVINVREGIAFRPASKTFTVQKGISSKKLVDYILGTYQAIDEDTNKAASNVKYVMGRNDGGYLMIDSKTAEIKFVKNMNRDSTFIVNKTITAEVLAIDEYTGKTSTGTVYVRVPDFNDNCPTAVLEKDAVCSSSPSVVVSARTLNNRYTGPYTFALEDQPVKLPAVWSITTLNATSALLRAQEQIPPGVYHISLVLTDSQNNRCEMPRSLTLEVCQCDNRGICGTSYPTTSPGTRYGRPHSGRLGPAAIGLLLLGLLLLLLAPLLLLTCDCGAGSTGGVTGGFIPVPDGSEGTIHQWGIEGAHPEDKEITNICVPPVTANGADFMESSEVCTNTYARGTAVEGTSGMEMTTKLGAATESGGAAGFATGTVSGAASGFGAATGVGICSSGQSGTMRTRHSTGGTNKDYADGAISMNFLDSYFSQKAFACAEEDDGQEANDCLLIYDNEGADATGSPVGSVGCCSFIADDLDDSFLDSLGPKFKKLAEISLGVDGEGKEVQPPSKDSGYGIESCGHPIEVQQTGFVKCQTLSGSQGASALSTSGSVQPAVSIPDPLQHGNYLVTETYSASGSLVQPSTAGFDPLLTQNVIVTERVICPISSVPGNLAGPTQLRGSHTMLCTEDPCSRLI
Arrestin-AP2 inh: inhibitors of beta-arrestin/AP2 binding, primary screen, biochemical, GPCR trafficking, flow cytometry; beta-arrestin 1 C-terminal peptide binding to AP2 beta2-adaptin appendage (human); FITC-arrestin peptide / GST-AP2 beads; AP2 beta2 appendage carries R879A mutation; inhibition, % at 10 µM; actives 0.31% (n = 340,000);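 active = inhibition above a set limit, near 3 SD of compounds lacking own fluorescence, cut at about 54% in these data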;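 note: plate controls were DMSO wells for no effect and 5 µM unlabelled arrestin peptide for full effect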
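test system = AP2 appendage R879A on GSH beads | buffer or medium = PBS plus Tween 20 (0.05%) and BSA (0.1%) | incubation = 12 min plus 1 h, RT | detection = bead flow cytometry, FITC channel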
DAGLB inhibitor: DAGLB lipase inhibitors, primary screen, biochemical, fluorescence, HTS | Diacylglycerol lipase-beta (Homo sapiens), Q8NCG7 | HEK293T DAGLB membrane lysate, EnzChek fluorogenic substrate | inhibition, % at 5.17 µM | actives 0.059% (n = 340,000); in the data active = inhibition above about 34%;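 note: 0% = enzyme with vehicle and 100% = wells lacking enzyme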
V-ATPase pHluor: regulators of yeast V-ATPase proton pumping, primary screen, pHLuorin cytosolic pH fluorescence. S. cerevisiae. response, % at 10 µM. actives 0.37% (n = 350,000). AID 504577, 2011; in the data active = response mostly above about 7.3%, no sharp cut-off; inactive = mostly below about 5.4%; note: actives read high; inactives centre near 0; some compounds called inactive have numbers as strong as hits
CAL PDZ FP-1: untagged CAL PDZ binding inhibitors, primary screen, biochemical, fluorescence polarization, HTS. Golgi-associated PDZ and coiled-coil motif-containing protein (Homo sapiens), Q9HD26. purified CAL PDZ, TMR-peptide fluorescence polarization, 1 h. inhibition, % at 24.9 µM. actives 0.92% (n = 300,000). AID 602252, 2012;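 active = mean inhibition of at least 30% with at least half of replicates also reaching 30%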;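 note: 0% = DMSO neutral control and 100% = excess unlabeled competitor peptide PRC23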
CAL PDZ FP-2: CAL PDZ peptide-binding inhibitors, primary screen, biochemical, fluorescence polarization, Cer-tagged CAL PDZ, HTS. Golgi-associated PDZ and coiled-coil motif-containing protein (Homo sapiens), Q9HD26. purified CAL PDZ, TMR-peptide fluorescence polarization, 1 h. inhibition, % at 20 µM. actives 0.02% (n = 330,000). AID 504414, 2011;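 active = highest replicate inhibition of at least 40%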;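 note: plate controls were DMSO neutral control wells for no effect and unlabeled competitor peptide control wells for full effect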
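Control set: unlabelled peptide and DMSO controls / Material: purified CerCALP PDZ construct / Timing: 1 h incubation at room temperature before polarization reading / Doses: 20 µM, one dose / Detection: fluorescence polarization (mP)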
NSD2 inh: NSD2 histone methyltransferase inhibitors, primary screen, biochemical, AlphaScreen, single concentration, set 2; actives 0.54% (n = 310,000); inhibition, % at 12.5 µM; NSD2 peptide methylation, 120 min; in the data active = inhibition above about 50%
Keap1-Nrf2 PPI: Keap1-Nrf2 protein-protein interaction inhibitors, primary screen, biochemical, fluorescence polarization, single point. actives 0.15% (n = 340,000). inhibition, % at 9.4 µM. Kelch-like ECH-associated protein 1 (Homo sapiens), Q14145. Keap1 Kelch-Nrf2 peptide fluorescence polarization, 1536-well; in the data active = inhibition above about 12%;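 note: human Keap1 Kelch domain with fluorescein labeled Nrf2 9mer peptide probe; 0% = neutral control wells and 100% = peptide positive control; higher means more block of Keap1 binding to Nrf2 peptide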
Active calls of the source: *; . = no result given.

A first look, 2 compounds:
nr	C-LANA FP	RTF Ca sens inh	DSG3 Ab inh	Arrestin-AP2 inh	DAGLB inhibitor	V-ATPase pHluor	CAL PDZ FP-1	CAL PDZ FP-2	NSD2 inh	canonical_smiles	Keap1-Nrf2 PPI
1	-1.0	4.1	97.0	-2.2	-0.2	0.4	.	-0.8	-0.3	COc1ccccc1NS(=O)(=O)c1cccc(C(=O)NNC(=O)C(NC(N)=O)C(C)C)c1 (configuration not stated)	-3.6
2	2.8	-10.5	110.0	9.8	-4.2	-1.1	-3.5	-0.7	-4.6	COc1ccc(CCC(=O)NC(C)C2CCCO2)cc1 (configuration not stated)	-3.9

All compounds of this part, repeating the preview:
nr	C-LANA FP	RTF Ca sens inh	DSG3 Ab inh	Arrestin-AP2 inh	DAGLB inhibitor	V-ATPase pHluor	CAL PDZ FP-1	CAL PDZ FP-2	NSD2 inh	canonical_smiles	Keap1-Nrf2 PPI
1	-1.0	4.1	97.0	-2.2	-0.2	0.4	.	-0.8	-0.3	COc1ccccc1NS(=O)(=O)c1cccc(C(=O)NNC(=O)C(NC(N)=O)C(C)C)c1 (configuration not stated)	-3.6
2	2.8	-10.5	110.0	9.8	-4.2	-1.1	-3.5	-0.7	-4.6	COc1ccc(CCC(=O)NC(C)C2CCCO2)cc1 (configuration not stated)	-3.9
3	-0.9	-5.0	101.0	5.4	-5.5	1.7	2.8	-4.3	.	CCn1ccc(C(=O)NC2C(=O)N3C(C(=O)O)=C(C)CSC23)n1 (configuration not stated)	-7.4
4	0.5	-13.9	101.4	5.4	0.4	0.5	-5.4	-0.2	.	CCCCCOc1ccc(N2C(=O)C3C4C=CC(C3C2=O)N(C)C4=O)cc1 (configuration not stated)	-4.3
5	1.2	-4.0	95.8	2.6	-2.5	5.8	-1.2	.	-7.1	CC(C)(C)NC(=O)CN(C(=O)CS(=O)CC(=O)Nc1ccc(F)cc1)c1ccccc1 (configuration not stated)	-1.6
6	-1.2	2.8	92.4	-13.3	1.2	2.7	-3.2	-2.2	1.3	COc1ccc(-c2cc3c(=O)n(CC(=O)NCCN4CCCC4)nc(C)n3n2)cc1	-6.0
7	-1.2	-4.4	97.2	-0.7	0.1	2.1	0.2	-1.0	.	C=CC[C@@H](CC(=O)N[C@@H](CO)Cc1ccccc1)C(=O)N[C@H](COC(=O)[C@@H](CC=C)Cc1ccc(F)cc1)Cc1c[nH]c2ccccc12	-5.0
8	1.1	1.3	114.9	-1.8	-1.6	-3.0	3.1	0.5	-5.7	O=C(CSc1n[nH]c(-c2ccccc2F)n1)NCC(=O)Nc1ccc(F)c(F)c1F	-2.8
9	0.3	-9.1	.	-13.5	-2.1	0.9	-2.1	-1.3	-0.9	COc1cc(/C=C/C(=O)OCC(=O)NCC(=O)Nc2cccc(C)c2C)ccc1OC(F)F	-2.1
10	-1.4	3.5	.	21.4	-1.2	-0.1	-5.1	-2.1	3.9	CCCC(c1nnnn1CS(=O)(=O)c1ccc(C)cc1)N1CCN(C2CCCC2)CC1 (configuration not stated)	-0.2
11	2.6	-7.8	89.0	-16.5	1.7	1.8	-3.4	-0.5	2.9	COc1ccc(C2CC(=O)C3=C(C2)Nc2ccccc2N(C(=O)CCC(=O)O)C3c2ccc(F)cc2)cc1OC (configuration not stated)	0.8
12	0.9	-2.1	101.5	0.2	-1.5	0.6	.	-0.1	.	CCOC(=O)c1csc(NC(=O)C2CCCCC2)n1	-2.5
13	2.8	-2.7	95.9	7.6	1.6	-3.0	1.8	-1.9	.	O=C(Cn1c(CO)nc2ccccc21)NCCc1ccc(F)cc1	2.9
14	0.0	-5.6	92.2	20.4	6.8	5.7	-3.7	0.6	-1.8	Cc1nn(-c2ccccc2)c2c1C(c1c(C)[nH]c(C#N)c1C)C(C#N)=C(N)O2 (configuration not stated)	3.8
15	-0.2	-1.6	100.7	-0.6	-2.7	3.0	-2.4	-2.5	0.5	O=C(NCc1cccc(Cl)c1)c1cccc(OC2CCN(C(=O)C3CC3)CC2)c1	-2.0
16	0.8	-10.2	82.9	11.8	-0.1	4.6	-1.1	-0.6	-1.8	O=C(Cn1nnc(-c2ccccc2)n1)N/N=C/c1ccco1	-2.6
17	-1.1	4.8	93.2	-4.4	1.0	1.9	-4.5	-2.8	9.4	O=C(Cc1ccc(Cl)c(Cl)c1)Nc1cccnc1	2.0
18	0.5	5.0	97.8	-6.1	0.3	-2.2	5.0	0.7	-0.1	O=C(Nc1cnn(Cc2ccccc2)c1)NC12CC3CC(CC(C3)C1)C2	-2.8
19	0.3	0.4	102.7	-7.2	-1.4	0.5	-24.4	-1.6	-2.6	CCOC(=O)c1c(C)oc2ccc(OC(=O)N3CCOCC3)cc12	-3.5
20	2.0	1.5	89.7	0.2	-1.9	1.1	-4.4	-0.3	-1.0	Cc1nnc(N2CCN(Cc3ccccc3)CC2)[nH]c1=O	5.0

As entered above:
Result of `C=CC[C@@H](CC(=O)N[C@@H](CO)Cc1ccccc1)C(=O)N[C@H](COC(=O)[C@@H](CC=C)Cc1ccc(F)cc1)Cc1c[nH]c2ccccc12` in Keap1-Nrf2 PPI: -5.0
Result of `CCCC(c1nnnn1CS(=O)(=O)c1ccc(C)cc1)N1CCN(C2CCCC2)CC1` (configuration not stated) in Keap1-Nrf2 PPI: -0.2
Result of `O=C(Cn1nnc(-c2ccccc2)n1)N/N=C/c1ccco1` in Arrestin-AP2 inh: 11.8
Result of `CCOC(=O)c1csc(NC(=O)C2CCCCC2)n1` in RTF Ca sens inh: -2.1

Remaining list, next part
nr	C-LANA FP	RTF Ca sens inh	DSG3 Ab inh	Arrestin-AP2 inh	DAGLB inhibitor	V-ATPase pHluor	CAL PDZ FP-1	CAL PDZ FP-2	NSD2 inh	canonical_smiles	Keap1-Nrf2 PPI
21	0.6	-4.2	88.2	-2.5	-1.2	-0.7	-3.9	-2.2	.	CC1CN(C(=O)Nc2ccc(F)cc2)C2(CCCCCC2)O1 (configuration not stated)	-3.1
22	-0.3	1.9	94.7	-11.1	4.8	-0.5	-2.1	-3.9	1.0	O=C(NC(=S)Nc1ccc(S(=O)(=O)Nc2nccs2)cc1)C1CC1	-4.8
23	-0.6	-6.1	95.0	-11.2	-0.2	3.9	-8.4	-0.8	-2.6	Cc1nnsc1C(=O)NCc1c(F)cccc1Cl	-6.7
24	0.3	-6.4	79.6	6.6	-5.0	5.7	0.8	0.2	.	CCc1cccc(NC(=O)c2ccc(Cn3c(=O)[nH]c4ccsc4c3=O)cc2)c1	-3.2
25	-1.2	-8.6	92.9	19.6	1.7	-2.0	-2.2	0.1	-3.9	COc1ccc2nc(NC(=O)c3ccccc3O)sc2c1	2.6
26	-1.8	.	104.7	-8.6	.	2.1	2.2	0.2	-4.1	Cc1c(C(C)C)c(=O)n(-c2ccc(S(=O)(=O)NC3CCCCC3)cc2)n1C	1.9
27	0.5	-4.0	100.5	25.7	-4.5	-0.5	-1.7	-0.5	-1.0	O=C(/C=C/Nc1ccccc1F)c1ccc(Br)cc1	1.8
28	-1.9	-12.5	108.2	-1.9	-2.6	3.5	-2.4	-1.5	-0.8	NC(=O)C1CCN(C2OC(=O)c3ccccc32)CC1 (configuration not stated)	0.0
29	1.9	-9.2	104.0	-14.9	0.5	-1.1	3.3	-1.2	-2.0	C=CCSc1nnc(CC(OC)OC)n1-c1ccccc1	0.6
30	0.6	-5.6	101.4	9.6	6.7	0.4	-7.7	-1.9	-1.0	N#Cc1c(-c2ccccc2)nc(SCC(=O)Nc2ccccc2F)[nH]c1=O	-0.9
31	0.3	-5.8	101.5	2.9	-0.8	3.1	0.8	-1.7	-25.6	O=C1CC(N2CCC(c3nc4ccccc4o3)CC2)C(=O)N1 (configuration not stated)	-4.7
32	0.3	-4.9	98.9	3.8	0.3	0.9	2.0	-0.1	-1.1	Cc1nn(CC(=O)NCc2ccc(C(=O)O)cc2)c(C)c1[N+](=O)[O-]	-1.9
33	0.7	-7.4	102.5	-13.5	-0.8	-2.5	6.7	0.0	-1.1	Cc1ccc(CNC(=O)c2ccc(Cl)c(S(N)(=O)=O)c2)n1C	1.9
34	0.6	1.5	.	-3.8	1.0	8.0	-2.4	-0.5	-2.4	NC(=O)CSc1ncnc2c1cnn2Cc1ccccc1	-1.9
35	-0.4	-9.6	104.8	19.3	-2.8	1.0	6.0	-1.9	.	CCN(CC)C(=O)c1ccc(C(=O)Nc2ccc(F)cc2)cc1	-5.1
36	-0.8	-0.1	109.8	0.5	0.3	-0.7	.	-0.7	.	CCC(C)NC(=O)c1ccc(CS(=O)(=O)c2ccc(OC)cc2)o1 (configuration not stated)	-6.5
37	-2.4	9.5	127.5	4.1	8.2	-0.5	-5.6	-1.8	3.2	COc1ccc(Nc2ccc(Cl)cc2)c(C(=O)O)c1	-5.6
38	-1.2	-5.2	103.8	-6.7	0.2	-2.9	5.2	-3.5	.	COc1ccc(Cl)cc1NC(=O)CCNC(=O)Cn1ccc2ccccc2c1=O	0.8
39	-0.3	-3.5	99.8	13.6	-0.7	-0.7	-3.8	-0.9	-2.1	O=C(NCc1ccccc1)C(c1ccccc1)N(C(=O)c1csnn1)C1CC1 (configuration not stated)	-4.4
40	-0.6	-3.5	107.5	-0.4	-0.8	-1.1	-0.4	-0.6	3.4	COc1ccc(S(=O)(=O)N2CCC(C(=O)Nc3nnc(CCN4CCCCC4)s3)CC2)cc1	-2.7
41	.	.	98.2	.	-7.5	-0.7	.	.	-0.7	COc1ccc(N(CC(=O)NC2CC3CCC2C3)S(=O)(=O)c2ccc(C)cc2)cc1Cl (configuration not stated)	.
42	0.1	1.3	102.4	7.3	-7.4	-0.9	8.5	-0.4	-14.9	COc1ccc(Nc2nc(-c3ccccc3)nc3ccccc23)c(OC)c1	-1.3

Bioassay records from PubChem BioAssay.

This is a subset; the hit share may differ from the screen's.
